Assay outcomes deposited in PubChem BioAssay by several laboratories.
BAP1 block: human BAP1 deubiquitinase inhibition. Q92560. recombinant BAP1, Ub-AMC hydrolysis fluorescence kinetic; hits give low values. activity remaining (% of control), % at 20 µM. actives 0.48% (n = 72,000);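 active = activity remaining at or below 50% of control, provided the compound also passes the data quality filters; inactive = the rest, including low values that fail the filters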;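 note: 100% = DMSO wells rate and 0% = substrate alone blank rate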
Target sequence (Q92560 whole entry, looked up): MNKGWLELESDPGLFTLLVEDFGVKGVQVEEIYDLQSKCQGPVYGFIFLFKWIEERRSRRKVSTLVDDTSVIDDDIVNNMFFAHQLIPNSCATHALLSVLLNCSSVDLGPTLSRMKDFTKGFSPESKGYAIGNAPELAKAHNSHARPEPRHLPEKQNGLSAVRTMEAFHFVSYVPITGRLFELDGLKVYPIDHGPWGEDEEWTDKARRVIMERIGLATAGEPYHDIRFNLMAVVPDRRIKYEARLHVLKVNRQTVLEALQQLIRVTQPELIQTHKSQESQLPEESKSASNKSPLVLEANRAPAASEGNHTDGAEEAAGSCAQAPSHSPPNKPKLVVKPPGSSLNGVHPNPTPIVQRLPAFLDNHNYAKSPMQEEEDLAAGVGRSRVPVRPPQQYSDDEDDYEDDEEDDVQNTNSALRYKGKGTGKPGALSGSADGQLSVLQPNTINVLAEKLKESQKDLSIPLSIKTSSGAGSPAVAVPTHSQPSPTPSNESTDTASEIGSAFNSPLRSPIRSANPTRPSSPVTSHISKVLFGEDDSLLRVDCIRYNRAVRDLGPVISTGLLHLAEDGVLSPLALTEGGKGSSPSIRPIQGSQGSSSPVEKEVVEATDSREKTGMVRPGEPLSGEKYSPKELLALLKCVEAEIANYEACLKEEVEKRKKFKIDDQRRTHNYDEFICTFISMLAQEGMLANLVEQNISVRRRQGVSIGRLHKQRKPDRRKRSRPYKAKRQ
HePTP inh: blocks human HePTP tyrosine phosphatase; inhibition, % at 20 µM; actives 0.64% (n = 110,000); AID 521; recombinant HePTP phosphatase activity, OD absorbance; in the data active = inhibition above about 50%;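 note: plate controls were vehicle for no effect and reference inhibitor for full effect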
Target sequence (P35236 whole entry, looked up): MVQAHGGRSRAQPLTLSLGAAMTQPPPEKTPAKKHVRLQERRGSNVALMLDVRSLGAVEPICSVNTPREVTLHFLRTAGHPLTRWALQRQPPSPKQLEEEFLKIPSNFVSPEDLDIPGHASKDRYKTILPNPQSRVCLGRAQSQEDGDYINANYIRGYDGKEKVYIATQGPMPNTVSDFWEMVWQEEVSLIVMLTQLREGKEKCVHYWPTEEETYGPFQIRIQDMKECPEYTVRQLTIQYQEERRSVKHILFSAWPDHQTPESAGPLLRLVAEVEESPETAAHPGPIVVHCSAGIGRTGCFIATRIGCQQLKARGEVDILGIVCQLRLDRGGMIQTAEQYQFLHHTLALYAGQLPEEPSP
* hit, by the source's call; / = no result given; & = joins results of further samples. Rows are unselected. Share with any hit: about 0.95%.

SMILES	BAP1 block	HePTP inh
COc1cc(NC(=O)c2cnn3c2NC(c2ccco2)CC3C(F)(F)F)c(OC)cc1Cl (stereo not given)	/	16.8
O=C(Nc1ccc2c(c1)nc1n2CCN(Cc2ccccc2)C1)c1cccs1	81.0	-2.6
COc1ccc(C(=O)Nc2ccccc2)cc1NC(C)=O	/	3.1
CCOC(=O)CC(=O)Nc1ccccc1C(=O)O	/	2.7
CCOc1cccc(/C(O)=C2/C(=O)C(=O)N(CCOC)C2c2ccncc2)c1 (stereo not given)	88.6	-4.6
O=C(CN1C(=O)/C(=C/c2ccccc2)SC1=S)Nc1cccc(C(=O)O)c1	/	51.7*
Cc1nn(CC(=O)N2CCCC2)c(C)c1[N+](=O)[O-]	/	2.3
CCN1CCN(C(=O)CS(=O)Cc2nc(-c3ccc(OC)cc3)oc2C)CC1 (stereo not given)	84.8	2.6
CC(C)CC1N=C2c3ccccc3N=C(SCc3cc(=O)n4ccccc4n3)N2C1=O (stereo not given)	105.7	6.9
CCc1c(C)nc(N)nc1OCC(F)(F)C(F)F	88.9	-0.2
CCOC(=O)c1ccc(N2C(=O)CC(N3CCN(C/C=C/c4ccccc4)CC3)C2=O)cc1 (stereo not given)	90.4	-6.8
O=C(NCc1cccs1)Nc1cccs1	93.7	0.6
CN(C)S(=O)(=O)n1cnc2ccccc21	93.8	3.1
CCOC(=O)N1CCN(C(=O)C2CCN(S(=O)(=O)N3CCCC3)CC2)CC1	107.7	8.6
O=C(O)c1cc(S(=O)(=O)O)ccc1O	97.5	-3.8
Cc1ccccc1-c1ccc(Nc2ccc(N3CCOCC3)cc2)nn1	/	-1.6
CCOC(=O)c1cc2sccc2n1CC(=O)N1c2ccccc2CC1C (stereo not given)	62.8	-15.0
COC(=O)C(C)Sc1nnc(SC(C)C(=O)OC)s1 (stereo not given)	101.6	0.2
Cc1ccccc1CN1CCN(Cc2ccncc2)CC1	/	-1.4
Cc1ccc(NC(=O)Cc2nnc(NC(=O)Nc3cccc(Cl)c3)s2)cc1	/	2.4
CC(=O)c1ccc(OC(C)C)c(CSc2nc(O)cc(=O)[nH]2)c1	101.5	7.5&1.5
O=C(OCc1nnc(-c2ccc(Cl)cc2)o1)c1ccncc1	59.1	-3.0
O=C1CSC(=S)N1N1C(=O)C2C3C=CC(C3)C2C1=O (stereo not given)	/	-5.3
CCOC(=O)c1ccc(NC(=O)c2cc(OCC)cc(OCC)c2)cc1	/	8.9
N#CC1=C(N)OC(c2ccccc2)=C(C#N)C1c1ccc2c(c1)OCO2 (stereo not given)	96.3	-4.5
O=C(/C=N/O)NCCCN1CCOCC1	113.1	3.5
O=C(O)Cc1nonc1NCn1nnc2ccccc21	/	2.3
O=C(CN1C(=O)c2ccccc2C1=O)NCCCc1ccccc1	82.8	/
Cc1cccc(N2C(=O)c3ccc4c5c(ccc(c35)C2=O)CC4)c1C	/	6.0
CCOc1cc(S(=O)(=O)n2nc(C)cc2C)ccc1F	168.0	0.4
Cn1c(=O)oc2cc(S(=O)(=O)NC3CCN(Cc4ccccc4)CC3)ccc21	100.7	8.7
CN1CCC[C@H]1c1cccnc1	89.1	/
CCC(C)(C(=O)NC1CCCC1)N(Cc1cccs1)C(C)=O (stereo not given)	97.0	-10.0
CCC(C)NC(=O)c1nn2c(c1Cl)NC(c1ccc(C)cc1)CC2C(F)(F)F (stereo not given)	75.7	/
CCOc1cc(C2C3=C(CC(C)(C)CC3=O)OC3=C2C(=O)CC(C)(C)C3)ccc1OCc1ccccc1F	/	-9.2
O=C(Nc1ccc(Cl)cc1)C(c1ccccc1)c1ccccc1	/	-5.8
CN1CCN(S(=O)(=O)c2ccc3[nH]cc(C(=O)O)c(=O)c3c2)CC1	68.9	0.3
O=C(COc1ccc(F)cc1)N1CCN(C(=O)COc2ccc(F)cc2)CC1	/	-18.1
COc1ccccc1/C=c1/sc2nc3c(Br)c(C)c(C)cc3n2c1=O	/	-9.8
CC(C)/C=C1\CCCC\C1=N/NC(N)=O	/	4.4
CCOC(=O)c1nnn(-c2nonc2N)c1-c1ccc(OC)cc1	85.0	2.5
COC(=O)c1ccccc1NC(=O)CN(c1cccc(OC)c1)S(=O)(=O)c1ccccc1	/	-6.5
Cn1c(Cc2cccs2)nnc1SC/C=C/c1ccccc1	104.4	-0.1
COc1ccc(N(C)S(=O)(=O)c2cccc3cccnc23)c(OC)c1	103.1	10.1
COc1ccc(N=CC2=C(O)CC(C)(C)CC2=O)cc1	84.1	1.5
Cc1sc(NC(=O)c2cc(=O)c3ccccc3o2)nc1-c1ccccc1	73.4	/
Cc1ccnc(SCCn2c(N3CCN(C)CC3)nc3c2c(=O)[nH]c(=O)n3C)n1	94.0	-5.8
CCOCCOC(=O)C1=C(C)NC(=O)NC1c1cccc([N+](=O)[O-])c1 (stereo not given)	112.2	/
CC(=O)NNC(=O)COc1ccc(C)cc1	/	5.4
Cc1ccc(N2CC(C(=O)Nc3cccc(F)c3)CC2=O)cc1 (stereo not given)	94.6	-2.9
(list continues)
SMILES	BAP1 block	HePTP inh
Cc1cc(OCC(O)CNC(C)C)cc(C)c1Cl (stereo not given)	/	5.1
COc1ccc(S(=O)(=O)Nc2ccc(C)cn2)cc1	/	-6.0
COc1ccc(/C=C2\SC(=S)N(NC(=O)c3ccccc3Br)C2=O)cc1OC	/	5.5
CC(=O)Nc1cc(C(=O)O)ccc1S(=O)(=O)c1ccc(Cl)cc1	98.0	0.6
COc1cccc(NC(=O)Cc2nnc(SCC(=O)c3ccccc3)n2C)c1	79.6	-2.9
C/C(=N\Nc1cccc2cccnc12)c1cc([N+](=O)[O-])cs1	/	-20.1
COc1ccc(C2C3C(=O)N(c4ccc(F)cc4)C(=O)C3ON2c2ccccc2)cc1 (stereo not given)	/	-10.6
Cc1c(C(=O)COC(C)(C)C)[nH]c2ccccc12	100.2	-1.8
CC(C)(C)c1ccc(-c2nc3cc(NC(=O)c4ccc(Br)o4)ccc3o2)cc1	73.0	/
O=C(NC12CC3CC(CC(C3)C1)C2)c1ccccc1	/	4.4

Part of the list above in order of length of the SMILES, rising:
SMILES	BAP1 block	HePTP inh
CC(=O)NNC(=O)COc1ccc(C)cc1	/	5.4
Cc1cc(OCC(O)CNC(C)C)cc(C)c1Cl (stereo not given)	/	5.1
COc1ccc(S(=O)(=O)Nc2ccc(C)cn2)cc1	/	-6.0
O=C(NC12CC3CC(CC(C3)C1)C2)c1ccccc1	/	4.4
COc1ccc(N=CC2=C(O)CC(C)(C)CC2=O)cc1	84.1	1.5
Cc1ccc(N2CC(C(=O)Nc3cccc(F)c3)CC2=O)cc1 (stereo not given)	94.6	-2.9
COc1ccc(N(C)S(=O)(=O)c2cccc3cccnc23)c(OC)c1	103.1	10.1
C/C(=N\Nc1cccc2cccnc12)c1cc([N+](=O)[O-])cs1	/	-20.1
CCOCCOC(=O)C1=C(C)NC(=O)NC1c1cccc([N+](=O)[O-])c1 (stereo not given)	112.2	/
CC(C)(C)c1ccc(-c2nc3cc(NC(=O)c4ccc(Br)o4)ccc3o2)cc1	73.0	/
Cc1ccnc(SCCn2c(N3CCN(C)CC3)nc3c2c(=O)[nH]c(=O)n3C)n1	94.0	-5.8
COc1ccc(C2C3C(=O)N(c4ccc(F)cc4)C(=O)C3ON2c2ccccc2)cc1 (stereo not given)	/	-10.6
COC(=O)c1ccccc1NC(=O)CN(c1cccc(OC)c1)S(=O)(=O)c1ccccc1	/	-6.5

The listing continues:
SMILES	BAP1 block	HePTP inh
CCC/C(O)=C1\C(=O)CC(C)(C)CC1=Nc1ccc(OC)cc1	/	5.2
O=C(Nc1ccc2nn(-c3ccc(Cl)cc3)nc2c1)c1ccccc1	/	11.1
COc1ccccc1CNC(=O)CCNC(=O)Cn1ccc2ccccc2c1=O	94.7	4.2
NCc1cccc(-n2cccn2)c1	99.7	1.5
COc1ccc(NC(=O)NC(c2ccccc2)c2ccccc2)cc1OC	/	-14.8
Clc1ccc(CSc2ncn[nH]2)cc1	99.5	3.3&0.2
CC1CCN(S(=O)(=O)Cc2ccccc2Cl)CC1	95.8	8.1
CCCOC(=O)C1=C(C)NC2=C(C(=O)CC(c3ccc(OC)cc3)C2)C1c1ccc(OCc2ccccc2)c(OC)c1 (stereo not given)	/	-0.8
COc1cccc(OCC(=O)Nc2ccccc2NC(C)=O)c1	83.5	3.7
Cc1ccc(/C=N/NC(=O)c2ccccc2C)cc1	/	-6.3

Whole records as entered above:
`COc1ccc(S(=O)(=O)Nc2ccc(C)cn2)cc1` reads BAP1 block = /; HePTP inh = -6.0
`CCOCCOC(=O)C1=C(C)NC(=O)NC1c1cccc([N+](=O)[O-])c1` (stereo not given) reads BAP1 block = 112.2; HePTP inh = /

Additional records
SMILES	BAP1 block	HePTP inh
CCCCN(C)C(=O)C1CCC(=O)N(c2cc(OC)c(OC)c(OC)c2)C1c1ccc(OC)cc1 (stereo not given)	/	10.6
CCOC(=O)N1CCN(S(=O)(=O)c2ccc(F)cc2)CC1	99.2	-2.8
COC(=O)CSc1ncc(C#N)c(N)n1	95.3	-0.5
C=CCN(c1ccc(C(=O)O)cc1)S(=O)(=O)c1ccc(NC(=O)OC)cc1	/	2.8
CC(=O)Oc1ccc(-c2cccc(C(=O)NCCO)c2)cc1	/	11.4
CCC(c1nnnn1C(C)C)N1CCN(C2CCCC2)CC1 (stereo not given)	115.6	5.9
COc1ccc(C(=O)N2CCCc3ccccc32)cc1	102.8	3.5
O=C(O)c1cc(C(=O)O)c(-c2ccccc2)c(C(=O)O)c1	/	-13.5
CCc1nc(N2CCC(C)CC2)c2oc3ccccc3c2n1	64.2	5.7
N#C/C(=C/c1cccc(O)c1)C(=O)Nc1cccc(Br)c1	/	0.6
CC(CP(=O)(O)O)NC(=O)Cc1ccccc1 (stereo not given)	93.8	9.7
COc1ccc(F)cc1S(=O)(=O)n1cc(C)nc1-c1ccccc1	110.9	11.0
Cc1ccc(OCCCN(C)C)c(Br)c1	101.3	8.7
COC(=O)c1c(NC(=O)COc2ccc(OC)cc2)sc2c1CCC(C)C2 (stereo not given)	197.6	/
NC(=O)CSc1nnc(-c2ccoc2)o1	105.4	0.6
COc1ccc(CN2CCN(C(=O)c3ccc(F)cc3)CC2)c(OC)c1OC	/	8.3
Cc1ccc(Cn2c3ccccc3c3cn[nH]c(=O)c32)cc1	80.9	0.3
O=[N+]([O-])c1cc(-n2ncnc2-c2ccc3c(c2)OCO3)ccc1F	/	7.2
O=C(Nc1cccc2nsnc12)c1cccc(Br)c1	/	-3.9
CC(C)(C)c1cc(N2C(=O)C(=O)/C(=C(\O)c3ccccc3)C2c2cccc([N+](=O)[O-])c2)no1 (stereo not given)	/	-16.8
CCOC(=O)c1c(-c2ccccc2)csc1NC(=O)c1ccccc1I	/	-0.9
O=C(N/N=C/c1cc(Br)ccc1O)NC12CC3CC(CC(C3)C1)C2	/	-7.8
CC1CN(C2CCN(S(=O)(=O)Cc3ccccc3)CC2)CC(C)O1 (stereo not given)	141.2	1.6
Cc1cc(Cl)ccc1OC(C)C(=O)Nc1ccccc1N1CCOCC1 (stereo not given)	73.2	9.8
Cn1c(CCCNC(=O)c2cccs2)nc2ccccc21	66.2	/
O=C(c1ccc(-c2ccccc2)cc1)N1CCN(Cc2ccc(Cl)cc2)CC1	/	-4.4
C=C(C)CSc1nnc([C@@H]2CCCN2C(=O)OC(C)(C)C)o1	99.2	7.0
CC(C)(C)NC(=O)c1cnn2c1NC(c1ccc(F)cc1)CC2C(F)(F)F (stereo not given)	85.1	3.1&0.9
CC(NC(=O)CSc1ncc(-c2ccccc2)[nH]1)c1ccccc1 (stereo not given)	/	5.3
Nc1c(C(=O)c2cccs2)oc2ccccc12	83.3	10.7
CCC(Oc1ccccc1)C(=O)Nc1cc(Cl)ccc1Cl (stereo not given)	/	-2.4
O=C(Nc1ccc(S(=O)(=O)Nc2cnc3ccccc3n2)cc1)c1ccc(Br)o1	56.8	4.9
Cc1ccc(C(=O)Nc2nc3ccccc3n2C)cc1	/	-13.5
O=C(NC12CC3CC(CC(C3)C1)C2)c1ccc(=O)oc1	83.9	-2.6
Cc1cccc(NC(=O)COc2ccc(Br)cc2C)n1	87.2	4.9
COc1ccc(NC(=O)c2nn3c(C(F)(F)F)cc(-c4ccco4)nc3c2Cl)c(OC)c1	/	-5.1
Cc1cccn2c(=O)c3cc(C(=O)N(C)C)n(C)c3nc12	/	1.1
COc1cc(/C=C2\C(=O)ON=C2c2ccccc2)cc(OC)c1OC	/	13.1
Cc1cc(OCC(=O)Nc2ccccc2CO)ccc1Br	/	5.3
Cc1cc(F)c(F)c(C(=O)N2CCOCC2)c1Cl	/	-12.8
O=C(C1CCN(C2CC(=O)N(c3cccc(Cl)c3)C2=O)CC1)N1CCCC1 (stereo not given)	64.7	6.9
Cc1ccc2c(c1)c1c(n2CC2COC(C)(C)O2)C(=O)CCC1 (stereo not given)	80.6	-5.1
Cc1ccnc(N2CCC(C(=O)NC3CCCCCC3)CC2)n1	84.5	10.4
COCCN1Cc2cccc(C(=O)NCc3ccccc3OC)c2C1=O	99.6	4.1
O=C(Nc1nnc(SCc2ccccc2)s1)c1cccc2ccccc12	/	1.7
N=c1c(C(=O)NCc2ccco2)cc2c(=O)n3ccccc3nc2n1Cc1ccccc1	/	-3.9
CC1=NN(C(=O)c2ccc(Br)cc2)C(O)(c2ccccc2)C1 (stereo not given)	/	-7.2
COc1ccc(C(=O)CSc2nnc(-c3ccc(S(=O)(=O)N4CCOCC4)cc3)o2)cc1	91.2	-10.9
Cc1ccc(CNC(=O)C2C3C=CC4(CN(Cc5cccnc5)C(=O)C24)O3)cc1 (stereo not given)	103.8	2.1
Cc1cn2nc(N)c3ccccc3c2n1	/	7.3
Remaining list, next part
SMILES	BAP1 block	HePTP inh
COc1ccccc1C(=O)Nc1ccc(-c2nnc(SCC(=O)O)n2C)cc1	86.0	2.1
Cc1ccc(NC(=O)COC(=O)C2CCC(=O)N2)c(S(=O)(=O)N2CCOCC2)c1 (stereo not given)	100.0	4.2
Cn1cc(C(=O)N/N=C/c2cccc([N+](=O)[O-])c2)ccc1=O	/	-3.8
O=C(O)C1CCCCN1Cc1ccccc1 (stereo not given)	/	-3.6
